mABHD4 FP – ABHD4 inhibitors, primary screen, biochemical, fluorescence polarization, mouse; (Lyso)-N-acylphosphatidylethanolamine lipase (Mus musculus), Q8VD66; purified mABHD4, FP-Rh probe fluorescence polarization; inhibition, % at 8.92 µM; actives 0.54% (n = 370,000); AID 720543, 2013;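 active = inhibition exceeding the mean over every tested compound plus 3 SD, cut at about 30% in these data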;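 note: 0% = plate median of compound wells and 100% = S159A mutant with DMSO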
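System: mouse ABHD4 enzyme, wild type / Medium: HEPES pH 7.0, NaCl, Pluronic buffer / Reagent: FP-Rh activity-based fluorescent probe / Control set: S159A mutant high control, sample median low control / Detection: fluorescence polarization with parallel and perpendicular emission, 525/598 nm / Schedule: 45 min + 60 min at 25 °C / Compound dosing: 8.92 µM, single dose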
PG9 Ab binder – binders of HIV-1 gp120 antibody PG9, primary screen, biochemical, TR-FRET; TR-FRET gp120-PG9 antibody binding; inhibition, % at 6.7 µM; actives 0.43% (n = 360,000); AID 624416, 2012; in the data active = inhibition above about 8.5%
rCAG RNA binder – binders of r(CAG) RNA repeats, primary screen, biochemical, fluorescence; r(CAG) RNA repeat, TO-PRO-1 dye displacement fluorescence; actives 1.3% (n = 370,000); AID 651821, 2012; inhibition, % at 3 µM;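 active = inhibition above the plate cutoff, the mean of all test compounds on that plate plus 3 SD, cut at about 35% in these data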;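 note: 0% = DMSO alone and 100% = 100 µM mitoxantrone as full dye displacement; higher means more dye released from RNA so lower well fluorescence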
NPR1 activator – GC-A stimulated cGMP production enhancers – HEK293 GC-A cells, cGMP TR-FRET, EC30 ANP, primary screen; Atrial natriuretic peptide receptor 1 (Homo sapiens), P16066; 0% at EC30 ANP, 100% saturating ANP; activation, % at 10 µM; actives 0.14% (n = 370,000); AID 1671463, 2021; in the data active = activation above about 40%
ASAP1 inh – inhibitors of human ASAP1 ArfGAP activity, primary screen, biochemical, fluorescence polarization. Arf-GAP with SH3 domain, ANK repeat and PH domain-containing protein 1 (Homo sapiens), …. ASAP1-stimulated ARF1 GTP hydrolysis, GDP FP detection. inhibition, % at 16.5 µM. actives 0.19% (n = 360,000); in the data active = inhibition above about 25%;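 note: 0% = vehicle with enzyme and substrate and 100% = no enzyme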
Target sequence (Q9ULH1 325-724 limits assumed): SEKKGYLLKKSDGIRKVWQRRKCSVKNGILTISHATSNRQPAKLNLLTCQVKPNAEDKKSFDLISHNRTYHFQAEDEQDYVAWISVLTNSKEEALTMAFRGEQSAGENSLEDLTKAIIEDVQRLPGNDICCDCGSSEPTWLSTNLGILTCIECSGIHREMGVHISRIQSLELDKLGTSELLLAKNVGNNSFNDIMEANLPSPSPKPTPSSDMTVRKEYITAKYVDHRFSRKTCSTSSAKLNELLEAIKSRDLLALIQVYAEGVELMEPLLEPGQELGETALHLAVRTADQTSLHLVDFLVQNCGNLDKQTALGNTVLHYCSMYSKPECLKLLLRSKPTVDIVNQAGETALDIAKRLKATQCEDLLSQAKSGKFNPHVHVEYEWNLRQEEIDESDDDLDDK
ARFGAP1 inhibitor – inhibitors of rat ARFGAP1 GAP activity, primary screen, biochemical, fluorescence polarization, GDP tracer | ADP-ribosylation factor GTPase-activating protein 1 (Rattus norvegicus), Q62848 | Arfgap1-stimulated ARF1 GTP hydrolysis, GDP FP detection | inhibition, % at 16.5 µM | actives 0.26% (n = 360,000) | AID 651572, 2012;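 active = inhibition above a per-plate limit, mean inhibition of low control wells plus 3 SD, cut at about 25% in these data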;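 note: 0% = DMSO wells with enzyme and 100% = wells lacking Arfgap1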
Target sequence (Q62848 1-136 limits assumed): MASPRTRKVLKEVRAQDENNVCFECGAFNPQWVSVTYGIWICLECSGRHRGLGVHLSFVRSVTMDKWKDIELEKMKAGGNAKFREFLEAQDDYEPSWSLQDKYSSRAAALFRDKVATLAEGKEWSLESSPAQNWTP
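Replicates: Single well per compound | Assay system: Truncated rat Arfgap1 GAP domain | Control set: No-Arfgap1 wells (100%) versus DMSO full-reaction wells (0%) | Times: Enzyme reaction 120 min at 25 °C after 20 min preincubation | Reagent: Human ARF1(Δ1-17)-GTP substrate | Measured by: Tracer-displacement fluorescence polarization with EDTA stop, 620/688 nm | Measure: Percent inhibition of Arfgap1-stimulated GTP hydrolysis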
SMARCA2 act – SMARCA2 (BRM) function activators, primary screen, cell-based, luminescence, high throughput; MG213 cells, MMTV-luciferase reporter, dexamethasone, overnight; activation, % at 9.1 µM; actives 1% (n = 370,000); in the data active = activation above about 7.8%;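 note: 0% = vehicle wells and 100% = reference activator wells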
GC-B act – human GC-B receptor activators, primary screen, HEK293 GC-B cells, cGMP TR-FRET, EC30 CNP. Atrial natriuretic peptide receptor 2 (Homo sapiens), P20594. 0% at EC30 CNP, 100% saturating CNP. activation, % at 10 µM. actives 0.11% (n = 370,000). AID 1920062, 2024;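 active = activation at 10 µM reaching about 35% in either raw or pattern-adjusted values, limit read from the data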
Rev-erbA mod – modulators of Rev-erb alpha DNA binding, primary screen, biochemical, FITC-DNA, fluorescence polarization, uHTS. AID 1259318, 2017. activity, % at 10 µM. Rev-erbα–FITC-DNA binding, 90 min. actives 0.79% (n = 370,000);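 active = activity above about 14%, limit read from the data; passing the limit was not always enough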;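 note: 0% = DMSO wells with 35 nM protein and 100% = DMSO wells with 750 nM protein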
HTRA1 inhibitor – HTRA1 serine protease inhibitors, primary screen, biochemical, fluorescence polarization, HTS. Q92743. recombinant HTRA1, FP-rhodamine activity-based probe. inhibition, % at 5.96 µM. actives 0.5% (n = 340,000); in the data active = inhibition above about 36%;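 note: 0% = enzyme with DMSO and 100% = wells lacking enzyme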
Target sequence (Q92743 whole entry, looked up): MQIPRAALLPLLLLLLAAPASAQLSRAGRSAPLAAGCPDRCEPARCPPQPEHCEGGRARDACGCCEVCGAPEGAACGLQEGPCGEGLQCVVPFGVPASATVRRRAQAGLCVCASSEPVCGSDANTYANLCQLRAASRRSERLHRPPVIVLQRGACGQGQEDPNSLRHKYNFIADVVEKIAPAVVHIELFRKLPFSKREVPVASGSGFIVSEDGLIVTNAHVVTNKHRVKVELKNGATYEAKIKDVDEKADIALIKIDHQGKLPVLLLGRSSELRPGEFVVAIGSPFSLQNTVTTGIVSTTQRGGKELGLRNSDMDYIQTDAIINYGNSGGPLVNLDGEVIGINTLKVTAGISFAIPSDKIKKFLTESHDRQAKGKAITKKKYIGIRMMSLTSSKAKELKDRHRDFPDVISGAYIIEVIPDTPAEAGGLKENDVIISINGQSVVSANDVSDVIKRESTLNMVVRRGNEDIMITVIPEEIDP
* hit, by the source's call; x = no result given.

SMILES	mABHD4 FP	PG9 Ab binder	rCAG RNA binder	NPR1 activator	ASAP1 inh	ARFGAP1 inhibitor	SMARCA2 act	GC-B act	Rev-erbA mod	HTRA1 inhibitor
COc1ccc(C)cc1NC(=S)N1CC(C)OC(C)C1 (configuration not stated)	-3	-1.6	2	-2	-16	8	6	2	9	5
C#CCNC(=O)C1=C[C@H](C2CC2)C[C@H](OCCCCO)O1	-4	-0.5	-2	0	-6	4	2	5	0	0
CCCNC(=O)C1(C)CCN(C(=O)c2oc3ccccc3c2C)C1 (configuration not stated)	-4	-0.4	1	-1	10	3	1	-5	-3	x
O=C(NNS(=O)(=O)c1ccccc1)c1cnn(-c2ccc(Cl)cc2)c1C(F)(F)F	-3	-0.1	3	-2	2	-4	-2	-1	-2	-3
Oc1[nH]c2ccccc2c1N=Nc1ccc(C(F)(F)F)cn1	-5	-1.8	-3	0	-15	-5	-2	-4	-3	1
CCc1nnc(NC(=O)c2oc3ccc(Br)cc3c2C)s1	-3	2.2	1	-1	-10	11	-5	-3	42*	-9
O=C(NC1CCCCC1)C(c1ccnc2ccccc12)n1c(=O)c(-c2ccccc2)nc2ccccc21 (configuration not stated)	1	-3.3	3	-1	0	-3	-4	2	-17	x
CCOC(=O)c1c(S(=O)(=O)Nc2ccc(F)cc2Cl)c(C)n(C)c1C	-13	0.9	0	-8	-7	-9	-2	-3	2	-1
Cc1cccc2cc(C(c3nnnn3C(C)(C)C)N3CCN(C(=O)c4ccco4)CC3)c(=O)[nH]c12 (configuration not stated)	5	-1.8	-2	4	1	14	-2	2	4	2
Cc1cc2ncn(S(=O)(=O)c3ccc(S(=O)(=O)N4CCOCC4)cc3)c2cc1C	4	-2.4	1	-1	1	7	2	0	-3	5
O=C(NCCCCNC(=O)c1cccs1)c1cccs1	0	1.5	-2	3	3	0	-5	0	0	-8
CN(CC(=O)Nc1ccc(F)cc1)C(=O)C1Cc2ccccc2CN1S(C)(=O)=O (configuration not stated)	-2	0.8	2	4	-1	-11	-1	0	-5	2
COCC(=O)N(C)C1(c2nnnn2CCOC(=O)Nc2ccc(Cl)cc2)CCCCC1	-3	-0.1	-1	1	-20	-7	-2	-1	-6	-3
COc1ccc(C2=NOC(c3nnc(-c4ccccc4)o3)C2)cc1 (configuration not stated)	-3	0.7	8	-1	8	-4	2	7	-4	5
NC(=O)c1nsc(C(=O)N(Cc2cccnc2)C(C(=O)NC2CCCCC2)c2ccc(F)cc2)c1N (configuration not stated)	9	1.0	3	-3	-6	-6	-1	-1	-6	-1
Cc1cccc(C)c1NC(=S)NC(C)CCc1ccccc1 (configuration not stated)	16	-0.3	-4	2	-11	3	0	3	2	-16
CC1(C(=O)NS(=O)(=O)c2ccc(Cl)cc2)CCN1C(=O)Cc1cc(F)ccc1F (configuration not stated)	4	-2.4	7	1	-9	5	-5	7	4	x
COc1ccc(NCc2ccc([N+](=O)[O-])s2)c(OC)c1	16	1.0	3	-5	3	-2	2	-4	6	7
CC(=O)OCC(=O)C1=CCC2C3CCC4=CC(=O)C=CC4(C)C3(F)C(OC(C)=O)CC12C (configuration not stated)	4	1.5	-3	0	-5	-4	0	2	-6	-1
O=C1c2[nH]nc(-c3ccccc3O)c2C(c2cccc(O)c2)N1Cc1ccco1 (configuration not stated)	-17	-0.3	9	-1	13	11	2	0	2	-28
CCO/N=C(\C)c1c(O)cc(C(C)C)n(-c2ccccc2)c1=O	-14	-1.6	-1	-1	-3	0	-1	-2	0	1
O=C(NC1CCN(Cc2ccccc2)CC1)C1CCCN(c2nnc(-n3cccc3)s2)C1 (configuration not stated)	-3	-0.8	0	1	-3	21	2	-4	2	-3
CC12CCC3c4ccc(OCC(=O)O)cc4CCC3C1CCC2=O (configuration not stated)	-3	-0.9	6	2	-1	-9	-2	-2	7	-2
Cc1ccc(-n2c(C)c3c(C)nnc(C)c3c2C)cc1C	9	0.1	-2	6	-4	9	-2	-2	3	23
CCOc1ccc(C(=O)C[n+]2ccc(C(=O)NCc3ccccc3)cc2)cc1	0	-0.8	4	3	-16	-16	-1	-1	-2	5

Part of the list above in order of SMILES length, lowest first.
SMILES	mABHD4 FP	PG9 Ab binder	rCAG RNA binder	NPR1 activator	ASAP1 inh	ARFGAP1 inhibitor	SMARCA2 act	GC-B act	Rev-erbA mod	HTRA1 inhibitor
CCCNC(=O)C1(C)CCN(C(=O)c2oc3ccccc3c2C)C1 (configuration not stated)	-4	-0.4	1	-1	10	3	1	-5	-3	x
C#CCNC(=O)C1=C[C@H](C2CC2)C[C@H](OCCCCO)O1	-4	-0.5	-2	0	-6	4	2	5	0	0
CN(CC(=O)Nc1ccc(F)cc1)C(=O)C1Cc2ccccc2CN1S(C)(=O)=O (configuration not stated)	-2	0.8	2	4	-1	-11	-1	0	-5	2

(listing goes on)
SMILES	mABHD4 FP	PG9 Ab binder	rCAG RNA binder	NPR1 activator	ASAP1 inh	ARFGAP1 inhibitor	SMARCA2 act	GC-B act	Rev-erbA mod	HTRA1 inhibitor
Cn1/c(=N\NC(=O)c2ccccc2Cl)sc2ccccc21	5	-2.3	0	-2	3	8	3	1	-3	2
O=C(NCCc1ccccn1)c1nc(Cn2cc([N+](=O)[O-])cn2)no1	3	0.6	-2	0	-9	-4	-4	-1	-1	0
CC12CCC(=O)N1C(C(=O)Nc1cccc3ccccc13)CS2 (configuration not stated)	0	-1.9	4	6	-3	-10	3	2	9	1
CSc1ccc(C2NC(=O)c3c(sc4c3CCN(C)C4)N2)cc1 (configuration not stated)	3	-0.3	12	8	4	-1	-1	-4	-6	4
Cn1cccc1Cc1nnc(SCC(=O)Nc2ccc3c(c2)OCCO3)n1-c1ccc(F)cc1	4	0.9	6	-2	11	5	-1	-1	-1	-5
O=c1cc(CSc2nnc(COc3ccccc3)n2-c2ccccc2)c2ccccc2[nH]1	5	-0.6	-3	-14	2	10	-1	-12	6	-5
CC(C)OP(=O)(OC(C)C)/C(C=O)=N\Nc1ccc([N+](=O)[O-])cc1	6	-2.9	1	-2	-1	6	-5	-8	8	17
COc1cc(OC)cc(C(=O)N[C@H](C(=O)OCC(=O)N2CCc3ccccc32)C(C)C)c1	-15	0.0	-6	-4	6	2	-2	-4	0	-12
Cc1cc(C)cc(NC(=O)CSc2nnc(CN3CCOCC3)n2C)c1	-2	0.6	-4	-2	-3	8	-2	-1	1	5
CCOc1ccc(NC(=O)Nc2ccccc2SC)cc1	-5	-2.2	-7	-4	-9	0	2	2	5	-10
Cc1ccc(S(=O)(=O)Nc2ccc3c(c2)n(C)c(=O)n3C)cc1	2	-1.4	-1	0	-4	12	-2	4	1	2
CCCC(=O)N1CCN(c2ccc(NC(=O)c3ccc(OCC)c([N+](=O)[O-])c3)cc2)CC1	1	-0.3	-2	0	-15	9	1	-1	-2	3
CNC(=S)NNC(=O)c1sccc1OCc1cccc(C(F)(F)F)c1	2	-1.1	-1	1	4	6	-1	-3	-2	-4
COc1ccc([N+](=O)[O-])cc1NC(=O)CSc1nc(C)c(C)c(C)n1	6	-2.1	-1	8	10	-4	1	13	-8	1
C#CCSc1ncc(-c2ccccc2)cn1	-4	0.8	3	1	3	-6	2	-5	4	2
CC(C)C1C(=O)N(Cc2cn(CCC3OCCCO3)nn2)CCS(=O)(=O)N1Cc1ccc(-c2cccc(CO)c2)cc1 (configuration not stated)	2	-1.7	3	1	-11	16	-1	3	-1	-2
Fc1ccccc1CNc1ncnc2sccc12	1	0.1	26	-5	-7	8	-6	0	1	-11
CN(C)S(=O)(=O)c1cccc(NS(=O)(=O)c2ccc(Cl)s2)c1	5	-1.4	10	-3	3	-2	2	0	-4	-2
CCCCCCSc1ccc(-c2nc3ccc(C)cn3c2NCCCC)cc1OC	9	2.0	6	3	-11	2	-4	3	16*	x
CN(CCOc1ccc(Cl)cc1)C(=O)C1CCN(C(=O)c2ccc(F)cc2)CC1	-1	-0.6	-9	-3	1	-14	-2	-6	-1	4
CCCSc1nc(N)c(C#N)c(-c2ccc(C)cc2)c1C#N	1	7.2	-2	20	-3	2	1	-5	66*	-9
COc1ccc(N(CC(=O)Nc2cccnc2)S(=O)(=O)c2ccccc2)cc1Cl	1	0.0	4	-4	1	-5	-2	-2	5	-2
COc1cccc(OCC(=O)NN=C2c3ccccc3-c3ccccc32)c1	1	-2.7	4	4	7	-10	0	2	-9	-9
Cc1nc2c(c(=O)n1CCC(C)C)c1nc3ccccc3nc1n2CC1CCCO1 (configuration not stated)	4	-1.0	-1	5	-1	10	3	4	-6	-8
CCc1ccc(C(=O)c2ccccc2C(=O)O)s1	2	-4.1	3	0	5	2	-3	-2	2	-5
The list continues.
SMILES	mABHD4 FP	PG9 Ab binder	rCAG RNA binder	NPR1 activator	ASAP1 inh	ARFGAP1 inhibitor	SMARCA2 act	GC-B act	Rev-erbA mod	HTRA1 inhibitor
COc1ccc(OC)c(N=Cc2c(O)c3ccccc3oc2=O)c1	10	-3.4	5	-2	1	1	2	1	-3	0
COc1ccc(-c2cc(C(F)(F)F)nc(N3CCCCC3)n2)cc1OC	2	-0.2	-1	-1	5	-7	1	-1	5	2
O=C(NCC1CCCO1)C1CCN(C2CCN(C(=O)CC3CCCC3)CC2)CC1 (configuration not stated)	-2	1.2	-5	1	-7	-15	-4	4	-8	-5
Cc1ccc(S(=O)(=O)N(C)C)cc1NC(=O)C1CCCCN1S(=O)(=O)c1ccccc1 (configuration not stated)	1	-0.8	6	1	-1	-24	-3	3	1	-9
Cc1cccc2cc3c(N)c(C#N)sc3nc12	3	-3.0	26	-7	14	-12	-3	-8	11	-10
Cc1ccc(-n2nc(C(=O)c3ccccc3)n3c(=O)cc(-c4ccccc4)nc23)cc1	1	2.2	1	1	2	7	1	-5	49*	-3
CC1CCN(C(=O)c2ccc3c(c2)NC(=O)CN3)CC1	-1	-1.0	-22	2	-5	2	-3	3	-5	x
O=S(=O)(Nc1cccnc1)c1ccc(F)cc1	2	-1.1	-2	4	-3	-3	-2	2	5	6
O=C(CSc1nnc(NC(=O)CN2CCOCC2)s1)Nc1ccccc1	-6	-2.4	1	0	12	-1	0	2	-3	5
COc1ccc(N/C(N)=N/c2nc(C)c(Cc3ccccc3)c(=O)[nH]2)cc1	4	-0.3	2	6	11	10	0	1	9	-3
CC(=O)Nc1ccc(NC(=O)CCC(=O)OCC(=O)c2cccc([N+](=O)[O-])c2)cc1	7	0.1	12	3	-2	6	-2	6	3	-5
Cc1nonc1OCCNCCNc1ccccc1[N+](=O)[O-]	1	-0.1	-6	-1	-6	4	-2	-2	5	8

High-throughput results: PubChem BioAssay, several laboratories
